# From PubChem
# phage Ecoli inh: E. coli growth loss with phage present; growth absorbance; inhibition, % at 11.9 µM; 360,000 compounds, 0.26% hits; AID 651602; in the data active = inhibition above about 11%
# SUMO Mot1 rescue: blocks SUMOylation pathway, rescuing yeast Mot1-301 growth; S. cerevisiae Mot1-301 growth rescue, ATP luminescence, 38.5C; percent above DMSO median, 100 means doubled; growth rescue, % at 18.8 µM; 320,000 compounds, 1% hits;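 active = every valid replicate shows activation above 250% relative to neutral control wells; inactive = the rest, any valid replicate at or below 250%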;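 also: OY570 slx delta 5 strain wells were the positive control but not used for scaling; some compounds called inactive have numbers as strong as hits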
# DAGLB inh: diacylglycerol lipase beta (human) inhibition | inhibition, % at 5.17 µM | HEK293T DAGLB membrane lysate, EnzChek fluorogenic substrate | 340,000 compounds, 0.059% hits; in the data active = inhibition above about 34%;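 also: 0% = enzyme with vehicle and 100% = wells lacking enzyme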
# AddAB inh: less growth of phage-infected E. coli with AddAB; 330,000 compounds, 0.29% hits; E. coli expressing H. pylori AddAB, absorbance growth; inhibition, % at 11.9 µM; AID 435030; in the data active = inhibition above about 12%;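 also: 0% = vehicle wells of infected cells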
# Tat transport: blocks Tat-dependent protein export in E. coli; E. coli MC4100 TorA-mCherry Tat export, fluorescence; inhibition, % at 10 µM; 340,000 compounds, 0.036% hits; AID 488895;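 active = mean replicate inhibition at least 50% and at least half of replicates individually reaching 50%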;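 also: exported cargo escapes ClpAP degradation while cytoplasmic cargo is degraded and loses fluorescence; 0% = median of neutral control wells and 100% = median of NaSCN control wells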
# HTR5A ag: HTR5A agonism, opioid heterodimer counter-screen. 340,000 compounds, 0.61% hits. AID 504692. HTR5A agonist assay, luminescence, cell-based. activation, % at 9.3 µM. P47898; in the data active = activation mostly above about 9.5%, no sharp cut-off; inactive = mostly below about 7.6%;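 also: 0% = cells with vehicle only and 100% = reference agonist; strong numbers were not always called active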
# Target sequence (P47898 whole entry, looked up): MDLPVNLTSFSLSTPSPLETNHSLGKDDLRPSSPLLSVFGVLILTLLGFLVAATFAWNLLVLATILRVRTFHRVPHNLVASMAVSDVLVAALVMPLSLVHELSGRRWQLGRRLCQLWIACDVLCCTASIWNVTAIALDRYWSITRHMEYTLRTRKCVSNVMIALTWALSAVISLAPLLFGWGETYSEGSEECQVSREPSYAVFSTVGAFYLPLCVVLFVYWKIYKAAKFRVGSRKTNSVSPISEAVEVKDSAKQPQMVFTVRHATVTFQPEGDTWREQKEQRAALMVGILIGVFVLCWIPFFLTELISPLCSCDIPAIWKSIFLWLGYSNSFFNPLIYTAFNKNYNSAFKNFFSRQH
# E coli growth: bacterial growth inhibition, counter-screen for AddAB inhibitors. E. coli V3065 growth, OD600 absorbance, 18 h. inhibition, % at 11.9 µM. 330,000 compounds, 0.27% hits. AID 449728;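 active = inhibition above the campaign's mean inhibition across all tested compounds plus 3 SD, cut at about 9.9% in these data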;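 also: uninfected addAB+ strain grown without phage in ampicillin broth; 0% = DMSO wells and 100% = ciprofloxacin 0.95 µg/ml wells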
# CDK5 p35 inh: blocks human CDK5/p35 kinase activity | Q00535+Q15078 | Recombinant CDK5/p35, ADP-Glo luminescence, 60 min | inhibition, % at 10 µM | 330,000 compounds, 0.01% hits | AID 488839;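 active = highest replicate inhibition of at least 50% and at least 75% of replicates reaching 50%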;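 also: plate controls were DMSO neutral control for no effect and GW8510 at 10 µM for full effect; many of its hits are not listed in these tables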
# Target sequence (Q00535 whole entry, looked up): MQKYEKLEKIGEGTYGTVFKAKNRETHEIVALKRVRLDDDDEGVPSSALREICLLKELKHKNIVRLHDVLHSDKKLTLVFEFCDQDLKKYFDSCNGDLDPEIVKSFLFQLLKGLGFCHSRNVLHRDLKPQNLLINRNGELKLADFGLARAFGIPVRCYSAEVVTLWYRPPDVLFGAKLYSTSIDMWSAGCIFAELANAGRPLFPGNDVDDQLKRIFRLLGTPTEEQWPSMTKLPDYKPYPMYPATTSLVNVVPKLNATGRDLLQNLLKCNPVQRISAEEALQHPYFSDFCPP
# Target sequence (Q15078 whole entry, looked up): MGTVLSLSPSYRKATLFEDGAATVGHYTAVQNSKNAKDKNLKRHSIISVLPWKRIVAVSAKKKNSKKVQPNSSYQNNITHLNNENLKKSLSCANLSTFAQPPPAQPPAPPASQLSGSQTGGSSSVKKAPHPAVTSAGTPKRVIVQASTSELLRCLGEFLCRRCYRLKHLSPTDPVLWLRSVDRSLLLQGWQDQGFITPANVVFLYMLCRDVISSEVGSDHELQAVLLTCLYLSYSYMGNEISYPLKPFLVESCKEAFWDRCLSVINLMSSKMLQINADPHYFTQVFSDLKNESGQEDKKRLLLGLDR
# PKA-R1A act: activators of PKA-R1A complex | activation, % at 11.4 µM | AID 504707 | P00514+P68181 | 340,000 compounds, 0.083% hits | PKA-R1A dissociation, Cy5-IP20 fluorescence polarization; scaled: DMSO 0%, 113 µM cGMP 100%;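 active = percent activation above the mean of all tested compounds plus 3 SD, cut at about 19% in these data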;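 also: higher means more PKAc released from R1A so a rise in polarization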
# HTR5A inv ag: HTR5A inverse agonism, opioid heterodimer counter-screen; HTR5A cell line, luminescence; inhibition, % at 9.3 µM; 340,000 compounds, 0.083% hits; in the data active = inhibition mostly above about 23%, no sharp cut-off; inactive = mostly below about 18%;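 also: 0% = cells with DMSO and 100% = no-cell wells with DMSO; some compounds called inactive have numbers as strong as hits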
# PKA-R2B activ: PKA-R2B complex activation; activation, % at 11.4 µM; 340,000 compounds, 0.079% hits; AID 504700; P22694+P31323; PKA-R2B holoenzyme dissociation, Cy5-IP20 fluorescence polarization; R2B truncated from residue 108, S112A mutant; 0% DMSO only, 100% 113 µM cGMP;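 active = activation above a cutoff set at the mean over all compounds plus 3 SD, cut at about 18% in these data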;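 also: higher means more holoenzyme dissociation and a rise in polarization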
# * marks the source's active call; other numbers are inactive results; i = inactive; / = not tested or not shown; + = active, no number; & = joins results of further samples.
SMILES,phage Ecoli inh,SUMO Mot1 rescue,DAGLB inh,AddAB inh,Tat transport,HTR5A ag,E coli growth,CDK5 p35 inh,PKA-R1A act,HTR5A inv ag,PKA-R2B activ
C[C@]12CCC3C(CC[C@H]4[C@H](O)[C@H](O)CC[C@]34C)C1CCC2=O (some centres undefined),-1.0,/,-1,/,0,3,/,1.7,-9,-14,-6
CCOc1cc(C2C(C#N)=C(N)Oc3c2c(=O)oc2ccccc32)ccc1OC(=O)c1cccs1 (centres undefined),2.5,-13,4,2.3,-2,3,-0.1,-6.2,-5,-9,-5
C1CNC2NCCNC2N1 (centres undefined),1.9,/,2,/,0,3,/,-0.1,-12,-13,-12
Brc1ccc2[nH]cc(C=NN3CCCCCC3)c2c1,3.2,/,-2,/,10,-1,/,0.5,-1,3,-14
CCCCC(C)C(OC(=O)CC(CC(=O)O)C(=O)O)C(CC(C)CC(O)CCCCC(O)CC(O)C(C)N)OC(=O)CC(CC(=O)O)C(=O)O (centres undefined),-0.1,13,-5,4.0,8,6,-1.8,-1.9,-13,-11,0
O=C(O)Cc1cnc[nH]1,4.1,12,0,-0.9,2,2,-1.6,0.8,-10,-8,6
O=C(CNC1CCCCC1)N1CCC2(CC1)OCCO2,1.8,i,-1,1.1,-1,-2,0.1,/,-6,15,-11
CNC1(c2ccccc2Cl)CCCCC1=O (centres undefined),2.1,/,-2,/,-5,1,/,-0.1,-8,-3,-4
O=C(COc1ccccc1)c1cn(Cc2ccccc2)c2ccccc12,5.9,5,-8,2.7,1,3,-0.1,-0.2,-10,4,-9
COC(=O)C1=C(c2cccc(OCc3ccccc3)c2)C[C@@H]2CC[C@H]1N2C(=O)NCc1cccc(C(F)(F)F)c1,0.0,0,-9,1.3,-4,0,0.9,0.5,2,-1,-5
CCCCN1C(=O)NC(=O)/C(=C/c2cnc(SC)nc2)C1=O,2.9,-2,3,3.5,-2,4,1.9,-1.4,6,-9,-12
COc1cc(C)c(-c2nc(CN3C[C@@H]4C[C@@H](C3)c3cccc(=O)n3C4)c(C)o2)cc1C,3.8,418,-1,-1.0,3,6,0.4,-1.6,-1,-13,2
Cc1cc(OCC(=O)N2CCN(CC(=O)N3CCOCC3)CC2)c(C(C)C)cc1Cl,0.8,-5,-3,-0.3,2,1,0.3,-4.8,10,-17,-3
Cc1ccc(-n2c(C)cc(/C=C3/C(=O)NC(=O)N(C)C3=O)c2C)cc1,-0.1,-4,1,1.7,0,-4,-3.1,0.5,-10,10,-6
Cc1nc2ccccc2c(=O)n1-c1ccc(Cl)cc1Cl,1.1,-10,0,-0.5,-6,-3,-1.5,0.0,7,11,-3
Oc1ccc(-[n+]2c(-c3ccccc3)cc(-c3ccccc3)cc2-c2ccccc2)cc1,0.0,-5,-4,0.1,-1,7,0.0,0.1,2,-20,-1
CN(C)C(=O)Oc1ccc(NC(=O)N2CCOCC2)cc1,0.6,11,-3,3.2,-10,0,1.0,1.4,-1,1,-1
Cc1ccc2c(c1)N(CCC(=O)N1CCC3(CC1)OCCO3)C(=O)C(C)O2 (centres undefined),1.2,/,2,/,5,4,/,-3.0,0,-12,2
CCCN1CCc2cccc3c2[C@H]1Cc1ccc(O)c(O)c1-3,/,-1,10,2.8,2,4,1.6,-1.9,-10,-14,-13
CCC(=NCCO)c1c(O)n(C2CCCCC2)c(=O)[nH]c1=O,4.1,1,-1,0.7,-4,-4,3.6,0.7,17,7,-2
O=c1[nH]c(=O)n(-c2cccc3ccccc23)c(O)c1C=NCCCn1ccnc1,2.7,116,0,3.0,-9,-5,1.2,-3.7,0,0,-5
COC(=O)C1=C(c2cccc(C#N)c2)C[C@@H]2CC[C@H]1N2C(=O)NCCNC(C)=O,3.6,1,-1,1.5,5,0,-0.4,-0.5,9,-2,6
COC(=O)N1C(c2ccccc2)C1c1ccccc1 (centres undefined),-1.1,-11,/,0.2,-4,/,-0.4,-0.8,/,/,/
COc1ccc(OC)c2c1CCC1NCCOC21 (centres undefined),2.3,11,-4,5.7,3,-3,-1.3,-0.6,-10,7,4
CCc1nc2ccc(Br)cc2c(=O)n1-c1ccccc1C(F)(F)F,3.0,-18,0,2.1,-4,1,0.6,-1.1,-5,6,7
CN1CCCN(C(=O)COc2ccc(F)cc2F)CC1,3.3,-13,0,1.6,-2,4,1.0,-1.4,-5,-11,2
C[C@]12CCC3C(CCC4=C/C(=N/OCC(=O)NC(CCC(=O)O)C(=O)O)CC[C@@]43C)C1CCC2O (some centres undefined),1.8,15,4,-0.6,2,-3,-0.9,2.6,11,12,1
O=[N+]([O-])c1ccccc1CNCCc1c[nH]c2ccccc12,5.5,14,-1,-0.8,-6,9,-1.0,0.7,-14,-34,-2
CCC/C=N/O,3.7,-16,-1,1.0,-11,1,0.2,-0.7,3,-5,6
O=C(C(=C1N(Cc2ccc(Cl)nc2)CCN1Cc1ccc(Cl)nc1)[N+](=O)[O-])C(Cl)Cl,1.7,-6,0,0.0,-10,3,2.6,1.8,-2,-10,-7
C/C(=N\N1CCCCCC1)c1c(O)n(-c2ccccc2)c(=O)[nH]c1=O,1.5,-13,4,0.3,-6,-1,0.9,0.5,2,12,13
C=CCOC(=O)C1=C(C)OC(N)=C(C#N)[C@@]12C(=O)N(CC(N)=O)c1ccccc12,-0.2,8,-1,1.9,-8,2,-2.8,-0.2,-19,-21,8
O=C1NC(=O)C(=Cc2ccc(OCC(=O)N3CCOCC3)cc2)C(=O)N1,2.3,-8,3,-1.4,7,-4,-0.3,/,9,-1,8
COc1cc(N2CCOCC2)ccc1/C=C1\C(=O)NC(=O)N(Cc2ccc3c(c2)OCO3)C1=O,1.0,-5,6,2.1,-9,-1,0.2,-1.6,-5,2,9
CCCC/C(C)=C/[C@@H](NP(=O)(c1ccccc1)c1ccccc1)c1ccccc1,0.1,1,-8,2.3,14,-1,2.6,-2.7,-7,2,-3
Nc1ccc(C(=O)N/N=C2/CN3CCC2CC3)cc1,3.3,-21,2,2.1,-3,6,0.4,-1.7,4,-5,1
Cc1ccc2c(C)c3ccc4ccccc4c3c[n+]2c1,-1.7,/,2,/,7,-2,/,-0.6,7,8,-1
CCN(CC)CCN=Cc1c(O)n(Cc2ccccc2)c(=O)[nH]c1=O,2.5&2.7,-3&-4,-4&1,2.1&2.6,-5&-8,2&6,2.1&1.8,-0.3&-0.7,-11&-1,3&12,-11&0
CCCNC(=O)N1[C@H]2CC[C@@H]1C(C(=O)OC)=C(c1c(C)noc1C)C2,-0.2,10,2,2.5,-1,-3,-2.3,0.0,-9,10,-2
O=C1NC(=O)C(CCc2ccncc2)(CCc2ccncc2)C(=O)N1CCc1ccc(F)cc1,0.7,4,0,4.1,7,-1,-3.5,-0.5,-3,1,-2
COc1ccc(C2SCC(=O)Nc3c2c(=O)[nH]n3C2CCCCCC2)cc1OC (centres undefined),2.0,2,-1,0.0,2,2,-3.2,0.0,-4,-6,5
CCOc1cccc(N2C(=O)CC(=O)NC2=O)c1,-0.6,-1,-1,2.0,-2,6,-3.1,-2.0,2,-15,-7
O=C(Nc1ccc(Cl)cc1)Nc1nccs1,5.6,/,0,3.1,-3,1,2.9,/,-11,-12,-6
O=C(N/N=C/c1c(O)n(Cc2ccccc2)c(=O)[nH]c1=O)c1ccccc1,-0.9,-3,2,1.6,0,2,-1.3,-1.8,-7,-11,-11
FC(F)(F)c1ccc(CN2CCNCC2)cc1,5.4,-4,0,2.5,-6,-4,0.1,-10,4,10,-4
C=CC(=O)NCNC(=O)C=C,3.0,-6,1,2.0,0,3,1.8,-1.0,0,-11,4
O=[N+]([O-])c1ccccc1CN1CC=C(c2ccc(F)cc2)CC1,0.2,+,-10,/,2,-3,/,-0.8,-1,11,-10
O=C(O)C(Br)CBr (centres undefined),1.8,263,0,-0.2,4,2,0.0,-0.2,2,-8,-8
CC(C)CNC(=O)c1c(N)n(Cc2ccco2)c2nc3ccccc3nc12,1.6,/,8,3.1,9,0,-1.1,1.4,-4,-5,2
CCCCNC(=O)CN1C(=O)CN=C(c2ccccc2)c2ccccc21,1.8,-15,-3,1.5,-5,-6,0.0,0.0,-4,10,2
O=C(O)[C@H]1NC[C@H]2C[C@H]21,3.6,9,-1,1.8,2,0,0.8,0.5,9,0,-4
N#CCCn1cc(C=C2C(=O)NC(=O)NC2=O)c(-c2ccccc2)n1,2.4,-16,1,-3.4,1,3,1.3,1.5,10,-8,19*
CCCCOC(=O)C1=C(N)OC2=C(C(=O)CCC2)[C@]12C(=O)Nc1ccccc12,3.6,99,0,0.8,0,1,-0.9,-1.4,3,-16,5
CN1CCCC(C(=O)c2ccccc2)C1 (centres undefined),1.2,-1,-3,1.7,3,-1,0.3,0.4,-2,-30,-5
O=c1[nH]c(=O)n(-c2ccc(F)cc2)c(O)c1C=NCCN1CCCCC1,-0.4,-21,2,-0.1,1,3,-0.5,0.1,1,-4,6
CN1C(=O)CN=C(c2ccccc2Cl)c2cc(Br)ccc21,0.7,18,0,2.0,-6,-4,1.5,-0.6,1,13,8
CN1CCc2nc3sc(C(=O)NC4CC4)c(N)c3cc2C1,0.8,-3,0,3.0,-10,7,-2.2,0.7,0,-1,-5
COc1cc(O)c(C(=O)O)c(-c2cc(O)c(O)cc2C)c1,0.8,-17,1,2.2,14,-1,1.3,0.5,-5,29,-7
CN(C(=O)CNC(=O)OCc1ccccc1)c1ccc(Br)cc1C(=O)c1ccccc1Cl,1.1,16,-8,3.9,11,-1,-0.7,1.3,-5,-20,-1
COC1=CC=C2[C@H]3Cc4ccc(OC)c5c4[C@@]2(CCN3C)C1O5 (some centres undefined),0.4,/,-1,1.0,9,0,1.3,-2.1,-6,0,-9
# Going on with the list:
SMILES,phage Ecoli inh,SUMO Mot1 rescue,DAGLB inh,AddAB inh,Tat transport,HTR5A ag,E coli growth,CDK5 p35 inh,PKA-R1A act,HTR5A inv ag,PKA-R2B activ
Cn1c(O)c(C(=Nc2ccccc2)SCc2ccccc2Cl)c(=O)n(C)c1=O,3.6,6,-5,3.1,11,7,0.2,0.0,-1,-21,-2
CC(=NCc1cccnc1)c1c(O)n(C2CCCCC2)c(=O)[nH]c1=O,1.9,-13,4,3.2,10,-3,2.0,3.0,6,7,-2
C=Cn1ccnc1P(=S)(c1ccccc1)c1nccn1C=C,5.4,-13,1,6.2,-8,4,4.4,-7.8,0,12,-4
CC(C)(C)C(=O)c1cn(CC(=O)NCc2ccco2)c2ccccc12,4.3,-8,-5,0.9,2,-2,1.5,-1.1,10,-26,1
C=CCn1c(O)c(C(C)=Nc2cc(OC)ccc2OC)c(=O)[nH]c1=O,1.2,10,4,0.8,-1,-6,0.7,0.9,1,16,0
Cn1c(O)c(C=NC2CC(C)(C)NC(C)(C)C2)c(=O)n(C)c1=O,0.6,-3,4,-1.1,-13,-5,1.1,11,-9,11,2

# Results in CDK5 p35 inh, Tat transport and AddAB inh, for some of the entries so far:
SMILES	CDK5 p35 inh	Tat transport	AddAB inh
C=Cn1ccnc1P(=S)(c1ccccc1)c1nccn1C=C	-7.8	-8	6.2
CC(C)(C)C(=O)c1cn(CC(=O)NCc2ccco2)c2ccccc12	-1.1	2	0.9

# Not all compounds are listed; the hit share may differ from the screen's.
